# CTSL1 counter – cathepsin L1 inhibition, PFM18AAP counter-screen | recombinant F. hepatica cathepsin L1, Z-Leu-Arg-MCA fluorescence | inhibition, % at 5.96 µM | 300,000 compounds, 0.49% hits;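 active = inhibition above the mean of all tested compounds plus 3 SD, set per screening campaign, cut at about 17% in these data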;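 note: 0% = plate median of test compound wells and 100% = 1 µM Z-Phe-Ala-diazomethylketone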
# PREPL inhibitor – inhibitors of human prolyl oligopeptidase-like enzyme PREPL; recombinant PREPL, fluorescence polarization activity-based probe; AID 2751; Q4J6C6; inhibition, % at 5.96 µM; 320,000 compounds, 0.68% hits; in the data active = inhibition above about 43%;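 note: 0% = enzyme with DMSO and 100% = wells lacking enzyme; many of its hits are not listed in these tables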
# PP1 counter – counter-screen for PP5 inhibitors: inhibitors of human PP1-alpha; P62136; purified PP1alpha, OMFP fluorescence; inhibition, % at 6.7 µM; 320,000 compounds, 0.9% hits; AID 2235;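 active = inhibition above the mean inhibition of all tested compounds plus 3 SD, computed separately for each screening campaign, cut at about 15% in these data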
# Target sequence (P62136 whole entry, looked up): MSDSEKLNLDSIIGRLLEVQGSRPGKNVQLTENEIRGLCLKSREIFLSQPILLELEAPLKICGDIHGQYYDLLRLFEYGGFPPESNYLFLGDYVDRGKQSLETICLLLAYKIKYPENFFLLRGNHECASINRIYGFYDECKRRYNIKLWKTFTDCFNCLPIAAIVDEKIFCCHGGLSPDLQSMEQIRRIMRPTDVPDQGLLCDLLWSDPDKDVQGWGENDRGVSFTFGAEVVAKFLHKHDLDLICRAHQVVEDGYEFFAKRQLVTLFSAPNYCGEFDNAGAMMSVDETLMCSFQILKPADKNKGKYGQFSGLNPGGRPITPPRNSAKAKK
# EBNA-1 inhibitor – blocks EBNA-1 binding to DNA; inhibition, % at 14.8 µM; AID 1950; EBNA-1 DNA binding, fluorescence polarization; 300,000 compounds, 0.34% hits; in the data active = inhibition above about 28%
# ZTA DNA inh – blocks Epstein-Barr virus ZTA, an EBNA-1 counter-screen; P03206; ZTA-DNA binding, fluorescence polarization; inhibition, % at 11 µM; 320,000 compounds, 0.15% hits; in the data active = inhibition above about 33%
# Target sequence (P03206 whole entry, looked up): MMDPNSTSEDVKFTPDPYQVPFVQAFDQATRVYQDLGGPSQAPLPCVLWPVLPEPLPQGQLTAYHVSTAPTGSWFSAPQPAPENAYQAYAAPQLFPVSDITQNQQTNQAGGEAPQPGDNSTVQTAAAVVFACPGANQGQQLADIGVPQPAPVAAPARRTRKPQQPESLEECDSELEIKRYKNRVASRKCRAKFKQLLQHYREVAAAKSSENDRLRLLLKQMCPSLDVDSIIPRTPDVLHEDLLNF
# PP5 primary – inhibitors of human protein phosphatase 5 (PP5) | P53041 | purified PP5c, OMFP substrate fluorescence | inhibition, % at 6.7 µM | 320,000 compounds, 0.18% hits;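 active = inhibition above the campaign's mean inhibition across all tested compounds plus 3 SD, cut at about 9.5% in these data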;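 note: 0% = DMSO only and 100% = 100 µM cantharidin control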
# Target sequence (P53041 whole entry, looked up): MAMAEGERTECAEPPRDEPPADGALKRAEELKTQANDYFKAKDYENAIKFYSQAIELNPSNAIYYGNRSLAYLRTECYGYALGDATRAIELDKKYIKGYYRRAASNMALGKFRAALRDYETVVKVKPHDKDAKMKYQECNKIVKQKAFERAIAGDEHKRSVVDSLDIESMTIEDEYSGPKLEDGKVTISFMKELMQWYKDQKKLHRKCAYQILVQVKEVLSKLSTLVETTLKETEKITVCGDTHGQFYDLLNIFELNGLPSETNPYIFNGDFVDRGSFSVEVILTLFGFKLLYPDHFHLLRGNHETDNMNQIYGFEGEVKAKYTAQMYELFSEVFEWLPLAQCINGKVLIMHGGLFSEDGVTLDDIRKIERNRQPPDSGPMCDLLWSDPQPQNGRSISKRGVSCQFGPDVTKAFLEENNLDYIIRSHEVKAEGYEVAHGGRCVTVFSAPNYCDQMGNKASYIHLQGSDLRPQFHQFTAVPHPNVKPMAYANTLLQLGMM
# Efflux pump mplx – inhibitors of Candida antifungal efflux pumps expressed in yeast | S. cerevisiae Candida pump triplex, Nile Red efflux | inhibition, % at 10 µM | 330,000 compounds, 0.44% hits;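 active = plate passing quality check with inhibition over a set limit, or well fluorescence over plate mean plus 4 SD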;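 note: Nile Red retained in pooled yeast measured as flow cytometry median fluorescence; 0% = buffer negative control and 100% = Enniatin B positive control; higher means more Nile Red kept so more efflux inhibition; some compounds called inactive have numbers as strong as hits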
# core dimer inh – HCV core protein dimerization inhibition. TR-FRET GST/Flag-core106 dimerization, 1536-well. inhibition, % at 5 µM. 300,000 compounds, 0.33% hits. AID 1899;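 active = inhibition above the mean of all tested compounds plus 3 SD, set per screening campaign, cut at about 45% in these data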
#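 Material: GST/Flag-tagged HCV core106 proteins. Incubation: 4 h, 22.5 °C incubation. Read-out basis: inhibition (%) from 671 over 617 nm ratio. Measured by: TR-FRET, excitation 340 nm, emission 617 and 671 nm.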
# TPT1 inh – C. albicans TPT1 enzyme inhibition | recombinant caTPT1, FP RNA substrate dephosphorylation | 300,000 compounds, 0.81% hits | AID 1962 | inhibition, % at 5 µM;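 active = inhibition above the mean of all tested compounds plus 3 SD, set per screening campaign, cut at about 24% in these data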;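 note: plate controls were DMSO alone for no effect and ferristatin control at 100 nM for full effect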
# Active calls of the source: *. Some of the compounds tested; count on the stated rates, not on these rows.
item	mol	CTSL1 counter	PREPL inhibitor	PP1 counter	EBNA-1 inhibitor	ZTA DNA inh
1	Cc1ccc(NC(=O)C(=O)NCc2ccc(/C=C(/C#N)C(=O)NCc3cccnc3)o2)cc1	2	-25	5	6	21
2	O=P(c1ccccc1)(c1ccccc1)c1ccc(O)cc1	0	-1	-1	6	10
3	O=C(NCc1ccccc1F)C1CCCN(S(=O)(=O)N2CCOCC2)C1 (centres undefined)	-4	-5	-3	-13	-22
4	CCn1c(=N)n(CCOc2ccc(OC)cc2)c2ccccc21	1	-6	-4	-2	8
5	Cc1cccc(C(=O)NCCC(=O)Nc2ccc(C)c(F)c2)c1	7	4	-2	-6	-7
6	O=C(NCCc1cn2ccccc2n1)C1CCCCC1	-3	3	0	7	7
7	CCCCSC1(SCCCC)N=C(N)C2(C#N)C(c3ccccc3)NC(C)=CC12C#N (centres undefined)	2	1	-2	-5	-2
8	Cc1c(S(=O)(=O)c2ccccn2)c(N)n(Cc2ccccc2)c1C	-1	29	5	4	3
9	c1ccc(-n2c(SCc3nc(-c4cccs4)no3)nnc2-c2ccco2)cc1	2	10	-2	2	5
10	COc1ccc(-n2c(N)c(C(=O)NCc3ccco3)sc2=S)cc1	0	8	3	-3	-21
11	O=C(Nc1cc(Br)ccc1O)C1CC(c2c(F)cccc2Cl)=NO1 (centres undefined)	3	-3	3	-4	6
12	O=C(N/N=C/c1ccccc1C(=O)O)c1ccc(COc2cccc3cccnc23)cc1	1	-10	4	13	14

item	PP5 primary	Efflux pump mplx	core dimer inh	TPT1 inh
1	-2.2	0.0	-3	0
2	-0.7	0.0	3	0
3	2.5	-0.1	4	-5
4	0.4	0.1	3	-1
5	0.9	-0.1	-17	3
6	0.0	0.0	4	-2
7	-0.6	-0.2	14	2
8	3.5	0.3	0	16
9	-0.3	0.1	7	-2
10	3.2	-0.1	-7	-8
11	6.2	0.1	11	4
12	0.9	-0.1	3	1

# Later entries.
item	mol	CTSL1 counter	PREPL inhibitor	PP1 counter	EBNA-1 inhibitor	ZTA DNA inh
13	CCC(C(=O)NCCN1CCOCC1)n1nc(C)n2c(cc3sccc32)c1=O (centres undefined)	3	2	1	7	7
14	O=C(C1CCC1)N1CCc2cc(S(=O)(=O)Nc3ccc4c(c3)OCCO4)ccc21	7	0	6	-2	8
15	Cc1nc(Cl)sc1C(=O)Nc1ccc(Cl)cc1	-1	-3	1	-5	12
16	CC(=O)Cn1c(CN2CCN(C(=O)c3ccco3)CC2)nc2c1c(=O)n(C)c(=O)n2C	-4	3	-1	0	-10
17	O=C(NC(Cc1c[nH]c2ccccc12)C(=O)Nc1ccc(F)cc1)c1cccs1 (centres undefined)	1	9	-1	8	-6
18	CCSC1=C(C#N)C(c2ccccc2Cl)C(C(=O)c2cccs2)C(O)(C(F)(F)F)N1 (centres undefined)	1	8	4	-1	-2
19	CCOC(=O)C(=O)Nc1ccccc1C(N)=O	-5	-9	0	5	-13
20	COc1ccccc1C(=O)Nc1ccc(C(=O)O)cc1	-3	-1	-4	6	11
21	Brc1ccc(/C=N/Nc2ncnc3c2cnn3Cc2ccccc2)cc1	-2	0	0	4	-2
22	CCn1nc(C)c(CNC(=O)CC2C(=O)NCCN2Cc2ccc(C)o2)c1C (centres undefined)	0	0	0	6	-10
23	O=C(c1cccs1)N1CCN=C1SCc1ccc(Cl)cc1	2	6	1	18	3
24	CCOC(=O)/C(C#N)=C/C1=C(N2CCOCC2)CC(C)(C)OC1	2	-2	-4	2	0

item	PP5 primary	Efflux pump mplx	core dimer inh	TPT1 inh
13	-2.1	0.0	7	-2
14	1.5	-0.1	23	-5
15	2.0	0.2	2	1
16	1.9	0.1	-4	0
17	-0.8	-0.5	3	1
18	4.2	0.1	5	-2
19	-1.0	-0.1	0	-3
20	-0.5	0.0	-2	17
21	0.1	-0.1	1	1
22	3.8	-0.1	-7	-3
23	-0.2	-0.2	0	-5
24	0.9	0.1	-2	-2

# Additional records:
item	mol	CTSL1 counter	PREPL inhibitor	PP1 counter	EBNA-1 inhibitor	ZTA DNA inh
25	O=C(COC(=O)CCCc1nc2ccccc2s1)NC(=O)NCc1ccco1	-28	-5	-3	3	4
26	CCC1(C)Cc2c(sc3c2c(=O)n(-c2ccccc2)c(=O)n3C)CO1 (centres undefined)	3	12	-2	0	-4
27	COc1ccc(C(=O)N/C(=C/c2ccco2)C(=O)N2CCCCCC2)cc1	10	8	0	-1	-5
28	COc1ccc(-c2nn(-c3ccccc3)cc2C(=O)Nc2nccs2)cc1OC	5	27	3	10	6
29	CC1CN(S(=O)(=O)c2cccs2)CC(C)O1 (centres undefined)	-4	11	-8	2	20
30	CC1CCCCN1S(=O)(=O)c1ccc(N(C(=O)c2cnccn2)C(C(=O)NC2CCCCC2)c2cccs2)cc1 (centres undefined)	0	16	0	1	-12
31	O=C(Nc1ccccc1C(=O)Nc1ccc(F)cc1)c1ccco1	2	-7	-1	-7	-6
32	COc1ccccc1CCc1nnc(CCC(=O)NC(C)Cc2ccsc2)o1 (centres undefined)	-2	1	2	-6	1
33	CCOc1cc(C(=O)OC(C)C(=O)Nc2ccc(NC(C)=O)cc2)ccc1OCC(=O)N1CCCCC1 (centres undefined)	-3	-1	1	9	-4
34	COCCNC(=O)C(c1ccc(C)o1)N(C(=O)c1snc(C(N)=O)c1N)c1ccc(C)c(C)c1 (centres undefined)	2	3	3	6	1
35	CCS(=O)(=O)N1CCCC(C(=O)NCc2cccnc2)C1 (centres undefined)	1	29	-3	2	2
36	COCCn1c(SCC(=O)Nc2cc(C)on2)nnc1C(C)C	-1	3	3	-8	12

item	PP5 primary	Efflux pump mplx	core dimer inh	TPT1 inh
25	1.9	-0.1	3	2
26	-2.0	0.0	0	-1
27	-0.2	-0.3	-3	10
28	1.6	0.1	6	-4
29	1.8	-0.1	3	1
30	0.3	0.0	-4	1
31	-1.8	0.0	-30	-4
32	0.7	0.0	-2	-4
33	1.9	-0.2	-1	1
34	0.1	-0.2	4	0
35	0.3	0.0	1	-3
36	3.8	0.1	-2	3

# Next section:
item	mol	CTSL1 counter	PREPL inhibitor	PP1 counter	EBNA-1 inhibitor	ZTA DNA inh
37	O=C(CSc1nc(N2CCOCC2)nc(N2CCOCC2)n1)Nc1cccc(C(F)(F)F)c1	0	-7	1	10	6
38	Cc1ccc2c(c1)N(CC(=O)NC1CCCCCC1)C(=O)c1cccnc1O2	-1	-10	-3	0	-8
39	COC(=O)c1cn(C(=O)c2cccs2)c2ccccc12	-4	-2	-6	0	-9
40	CCC(C)NC(=O)[C@H]1N2C(=O)c3c(ccc(OC)c3OC)C2SC1(C)C (some centres undefined)	-4	-1	-1	3	-8
41	CCCC(=O)NC(c1ccccc1Cl)c1ccc2cccnc2c1O (centres undefined)	-2	-8	20*	-7	-9
42	CC(=O)Cn1nnc2sc3c(c2c1=O)CCC(C(C)(C)C)C3 (centres undefined)	1	5	1	-2	-1
43	O=C(CSc1nnc(-c2ccc(C(F)(F)F)cn2)s1)c1ccc(Cl)cc1	4	-4	-6	-10	-7
44	Cc1cc(=O)oc(C)c1C(=O)NCC1CCCO1 (centres undefined)	-4	-11	-2	10	6
45	Cc1cc(C(C)(C)C)ccc1OCCN1CCCC1	4	3	0	1	-3
46	Cc1ccsc1CNn1cnnc1SCc1ccc(Cl)cc1	2	-11	0	-3	4
47	Cc1ccc(S(=O)(=O)N2CCOCC2)cc1NC(=O)CSc1ccccn1	-2	9	-3	1	-1
48	COCCCNC(=O)Cn1cnc2sc(C)c(S(=O)(=O)N3CC(C)CC(C)C3)c2c1=O (centres undefined)	-1	3	0	-5	11

item	PP5 primary	Efflux pump mplx	core dimer inh	TPT1 inh
37	3.3	-0.1	1	1
38	0.7	-0.3	0	-4
39	-0.1	0.0	6	-2
40	1.1	0.0	6	-4
41	3.5	0.0	8	-1
42	1.6	0.1	3	-1
43	1.4	0.2	-4	1
44	-2.1	0.0	-1	0
45	-0.5	0.0	-2	1
46	0.4	0.0	0	1
47	-1.0	0.0	-1	4
48	1.5	-0.3	6	-2

# Rewritten tab-delimited: part of the list above.
cpd	Compound	CTSL1 counter	PREPL inhibitor	PP1 counter	EBNA-1 inhibitor	ZTA DNA inh	PP5 primary	Efflux pump mplx	core dimer inh	TPT1 inh
37	O=C(CSc1nc(N2CCOCC2)nc(N2CCOCC2)n1)Nc1cccc(C(F)(F)F)c1	0	-7	1	10	6	3.3	-0.1	1	1
38	Cc1ccc2c(c1)N(CC(=O)NC1CCCCCC1)C(=O)c1cccnc1O2	-1	-10	-3	0	-8	0.7	-0.3	0	-4
39	COC(=O)c1cn(C(=O)c2cccs2)c2ccccc12	-4	-2	-6	0	-9	-0.1	0.0	6	-2
40	CCC(C)NC(=O)[C@H]1N2C(=O)c3c(ccc(OC)c3OC)C2SC1(C)C (some centres undefined)	-4	-1	-1	3	-8	1.1	0.0	6	-4
41	CCCC(=O)NC(c1ccccc1Cl)c1ccc2cccnc2c1O (centres undefined)	-2	-8	20*	-7	-9	3.5	0.0	8	-1
42	CC(=O)Cn1nnc2sc3c(c2c1=O)CCC(C(C)(C)C)C3 (centres undefined)	1	5	1	-2	-1	1.6	0.1	3	-1
43	O=C(CSc1nnc(-c2ccc(C(F)(F)F)cn2)s1)c1ccc(Cl)cc1	4	-4	-6	-10	-7	1.4	0.2	-4	1
44	Cc1cc(=O)oc(C)c1C(=O)NCC1CCCO1 (centres undefined)	-4	-11	-2	10	6	-2.1	0.0	-1	0
45	Cc1cc(C(C)(C)C)ccc1OCCN1CCCC1	4	3	0	1	-3	-0.5	0.0	-2	1

# Later entries:
item	mol	CTSL1 counter	PREPL inhibitor	PP1 counter	EBNA-1 inhibitor	ZTA DNA inh
49	Cc1cccc(Nc2nc(N)nc(CN3CCN(c4ccc(F)cc4)CC3)n2)c1	-1	0	2	-10	-17
50	Cc1cc(N2C(=O)C(O)=C(C(=O)c3cc4ccccc4o3)C2c2cccc(Cl)c2)no1 (centres undefined)	-2	8	27*	5	10
51	c1ccc(-c2noc(CSc3nnnn3-c3ccccc3)n2)cc1	2	-9	3	-3	-1
52	Cc1occc1C(=O)N1CCCC(Nc2ccc(C(C)C)cc2)C1 (centres undefined)	-3	2	0	13	4
53	COc1cc(OC)cc(C(=O)Nc2cccc(-c3ccc(N4CCOCC4)nn3)c2)c1	-2	-2	3	3	11
54	Cc1nccn1Cc1ccccc1	-2	26	4	7	4
55	COc1ccc(CNC(=O)CSc2nnc(Cn3nnc4ccccc43)n2C)cc1	-4	-2	-7	4	19
56	CCOc1ccccc1CN1CCNC(=O)C1CC(=O)NCCC1=CCCCC1 (centres undefined)	8	27	8	6	-18
57	CCOC(=O)c1sc(NC(=O)c2ccc(Cl)s2)cc1C	0	9	-4	-6	-30
58	CN(C)c1ccc(/C(=N\O)C(F)(F)F)cc1	-1	-9	-2	-9	5
59	CCc1c(C2(O)CCCCC2)[nH]c2c(C(=O)OC)cc(Cl)cc12	1	-1	0	-2	-1
60	COc1cccc(CNc2cnc3ccccc3c2)c1O	-7	4	-2	-2	9

item	PP5 primary	Efflux pump mplx	core dimer inh	TPT1 inh
49	1.5	-0.1	-2	-2
50	-0.6	0.0	-8	22
51	1.5	0.0	6	-2
52	1.4	-0.2	3	-4
53	1.4	-0.1	0	2
54	-2.8	-0.2	-8	-3
55	-0.5	-0.1	-4	-4
56	1.5	-0.2	-11	-7
57	1.5	-0.2	6	-5
58	0.3	0.1	0	0
59	3.9	-0.1	-11	-4
60	0.3	-0.1	-3	-1

# High-throughput results deposited in PubChem by several laboratories.
